RGS4 inh = RGS4 inhibitors, primary screen, cell-based, HEK293 M3R inducible RGS4, calcium flux; Regulator of G-protein signaling 4 (Homo sapiens), P49798; Fluo-4 calcium flux; stronger effect = higher value; triggered by carbachol at its EC20; B-score at 10 µM; 0.45% of 310,000 active;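 active means B-score, a plate-corrected calcium signal, over three deviations above library mean, with baseline fluorescence within five deviations of library mean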;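 further: RGS4 expression induced by doxycycline in cells with stable M3 receptor; B-score is computed from the integrated fluorescence ratio over baseline after carbachol; higher B-score means a larger calcium signal and so more RGS4 inhibition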
KCNK3 block = human KCNK3 channel inhibitors, primary screen, CHO cells, FluxOR thallium flux, B-score; Potassium channel subfamily K member 3 (Homo sapiens), O14649; FluxOR fluorescence; stronger effect = lower value; B-score at 10 µM; 0.84% of 340,000 active;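 active means B-score under library mean minus 4 SD, starting fluorescence ratio at most library mean plus 5 SD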;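 further: more negative B-score means stronger inhibition of thallium flux through KCNK3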
RGS4 act = RGS4 potentiators or activators, primary screen, cell-based, HEK293 M3R inducible RGS4, calcium flux. carbachol calcium flux Fluo4; stronger effect = lower value. B-score at 10 µM. 0.92% of 310,000 active;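 active means B-score of the integrated calcium signal more than 4 SD below the library mean, with starting fluorescence not abnormally high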;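 further: negative B-score means reduced calcium response which marks RGS4 activation or potentiation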
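Also added: carbachol at ECmax as muscarinic agonist stimulus; Assay system: HEK293 cells with stable M3R and inducible RGS4; Timing: overnight RGS4 induction, 30 min dye load 37 °C, 20 min compound RT; Measured by: Fluo4-AM (2 µM) calcium-flux fluorescence, kinetic read.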
KCNK9 inh = KCNK9 potassium channel inhibitors, primary screen, HEK293 cells, thallium flux | Potassium channel subfamily K member 9 (Homo sapiens), Q9NPC2 | FluxOR thallium flux fluorescence; stronger effect = lower value | B-score at 10 µM | 1.2% of 310,000 active | AID 488922, 2010;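 active means ratio B-score over 3 SD below the library mean, with starting fluorescence within 5 SD of its mean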;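 further: negative B-score means less thallium flux so channel inhibition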
Target sequence (Q9NPC2 whole entry, looked up): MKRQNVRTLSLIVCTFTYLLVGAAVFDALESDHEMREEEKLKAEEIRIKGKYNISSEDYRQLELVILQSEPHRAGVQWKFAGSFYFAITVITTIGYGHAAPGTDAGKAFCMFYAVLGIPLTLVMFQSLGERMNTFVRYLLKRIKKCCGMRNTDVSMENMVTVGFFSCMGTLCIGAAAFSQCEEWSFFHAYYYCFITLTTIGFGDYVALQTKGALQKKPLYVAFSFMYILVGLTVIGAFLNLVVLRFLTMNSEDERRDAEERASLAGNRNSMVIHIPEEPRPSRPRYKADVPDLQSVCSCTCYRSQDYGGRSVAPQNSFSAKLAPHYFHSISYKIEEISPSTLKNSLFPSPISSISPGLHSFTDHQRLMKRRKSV
GSK3 alpha inh = blockers of GSK3A enzyme activity – biochemical, luminescence, cell-free homogeneous, HTS, primary screen; 0.1% of 320,000 active; inhibition, % at 10 µM; GSK-3 alpha kinase, ADP-Glo luminescence, 60 min; AID 2650, 2010; Glycogen synthase kinase-3 alpha (Homo sapiens), P49840;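 in the data active means inhibition above about 50%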;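 further: GST-tagged GSK-3 alpha with peptide substrate and 25 µM ATP; 0% = DMSO neutral wells and 100% = GW8510 positive control wells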
hERG protect = hERG rescue from dofetilide block, primary screen, cell-based, CHO-hERG, FluxOR thallium flux, dofetilide IC70 | Voltage-gated inwardly rectifying potassium channel KCNH2 (Homo sapiens), Q12809 | dofetilide IC70 present | activation (rescue from dofetilide block), less the hit threshold, % at 10 µM | 0.51% of 310,000 active | AID 1511, 2009;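 active means activation above the mean of controls blocked by dofetilide plus 5 SD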;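 further: thallium influx through hERG after potassium depolarization seen as dye fluorescence rise; in these data hits start at about 4.7%; inactives centre near -7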
PolyA inh = polyadenylation inhibitors in yeast reporter cells, primary screen, luminescence, S. cerevisiae. calls only at 12 µM. S. cerevisiae SKY197-pL101 polyadenylation reporter, beta-gal luminescence; efflux-impaired pdr1/pdr3 knockout yeast; score 100 = 6 SD above DMSO. 0.02% of 300,000 active. AID 1875, 2009;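 active means lowest replicate activity score at least 50, where 100 means six control SD above control mean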;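 further: yeast exposed to compound for 9 h at 30 °C; higher score means more reporter readthrough which indicates perturbed polyadenylation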
KCNQ1 act = potentiators or activators of KCNQ1 channel, primary screen, cell-based, thallium flux, high-throughput; Potassium voltage-gated channel subfamily KQT member 1 (Homo sapiens), P51787; CHO-K1 KCNQ1, thallium flux FluxOR fluorescence; stronger effect = higher value; B-score at 10 µM; 0.35% of 310,000 active;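 active means fluorescence ratio B-score, a plate-corrected score, at least three library SD, with initial intensity B-score within 5 SD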
Target sequence (P51787 whole entry, looked up): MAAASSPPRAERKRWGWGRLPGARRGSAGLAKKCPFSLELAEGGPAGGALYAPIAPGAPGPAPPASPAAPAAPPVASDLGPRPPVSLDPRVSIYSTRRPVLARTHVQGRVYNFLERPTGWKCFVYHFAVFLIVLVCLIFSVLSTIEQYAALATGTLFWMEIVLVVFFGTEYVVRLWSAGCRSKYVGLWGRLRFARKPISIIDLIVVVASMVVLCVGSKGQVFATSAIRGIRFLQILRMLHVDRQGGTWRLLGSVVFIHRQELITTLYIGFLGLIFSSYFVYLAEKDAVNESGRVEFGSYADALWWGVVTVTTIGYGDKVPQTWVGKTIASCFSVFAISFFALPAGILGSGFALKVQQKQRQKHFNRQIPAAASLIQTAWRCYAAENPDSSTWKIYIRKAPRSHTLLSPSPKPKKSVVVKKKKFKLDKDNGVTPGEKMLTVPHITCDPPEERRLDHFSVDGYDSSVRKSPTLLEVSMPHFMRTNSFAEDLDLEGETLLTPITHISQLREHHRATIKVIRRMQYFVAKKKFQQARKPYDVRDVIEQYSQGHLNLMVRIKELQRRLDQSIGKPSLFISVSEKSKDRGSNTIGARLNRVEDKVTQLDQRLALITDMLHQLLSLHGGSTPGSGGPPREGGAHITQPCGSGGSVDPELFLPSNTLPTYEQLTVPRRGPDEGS
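Schedule – 37 °C overnight plating, 90-min dark dye load, 20-min compound pretreatment · System – stable KCNQ1 CHO-K1 line · Probe or stimulus – thallium- and potassium-containing depolarizing buffer · Measured by – kinetic FluxOR fluorescence, 10 s baseline plus 110 s post-stimulus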
GSK3beta inhib = human GSK3beta kinase inhibitors, primary screen, biochemical, cell-free homogeneous, HTS. 0.038% of 300,000 active. Glycogen synthase kinase-3 beta (Homo sapiens), P49841. activity score (negative = inhibition), % at 10 µM. AID 2097, 2009. GST-GSK3beta kinase, ADP-Glo luminescence, 60 min; stronger effect = lower value;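 active means more than half of replicate wells score below -50%, meaning over 50% inhibition versus plate controls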;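 further: 0% = median DMSO wells and -100% = median GW8510 positive control wells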
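Assay system: GST-tagged human GSK3beta kinase, cell-free; Input: 1.6 ng GSK3beta; Medium: Tris/MgCl2 kinase buffer; Timing: 60 min enzyme reaction, room temperature; Signal: ADP-Glo luminescence quantifying ADP generated by kinase; Evaluation: score relative to plate controls; Benchmarks: DMSO neutral wells and GW8510 at 20 µM as positive.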
Dyrk1A ADPGlo = rat Dyrk1A kinase inhibitors, primary screen, biochemical, single point, plate reader. Dual specificity tyrosine-phosphorylation-regulated kinase 1A (Rattus norvegicus), Q63470. ADP-Glo luminescence, NFATc1 peptide. inhibition, % at 12.5 µM. 0.43% of 310,000 active. AID 504441, 2011; in the data active means inhibition above about 50%;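 further: plate controls were vehicle with enzyme for no effect and no enzyme for full effect; many of its hits are not listed in these tables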
KCNQ1 block = inhibitors of human KCNQ1 channel, primary screen, cell-based, thallium flux, high-throughput. 1.3% of 310,000 active. B-score at 10 µM. CHO-K1 KCNQ1, FluxOR thallium flux fluorescence; stronger effect = higher value. AID 2642, 2010;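 active means compounds whose thallium flux B-score, printed positive for inhibition, exceeds three library SD while starting fluorescence stays within three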;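 further: channel opened by potassium depolarization with thallium stimulus after 20 min compound exposure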
* hit, by the source's call; i = inactive; · = not tested or not shown.

SMILES	RGS4 inh	KCNK3 block	RGS4 act	KCNK9 inh	GSK3 alpha inh	hERG protect	PolyA inh	KCNQ1 act	GSK3beta inhib	Dyrk1A ADPGlo	KCNQ1 block
c1nc(NC2CCCCCC2)c2[nH]cnc2n1	i	i	i	i	35.5	-6.2	i	i	-16.2	28.2	i
CS(=O)(=O)N1CCN(c2ccc(NC(=O)c3cccnc3Cl)cc2)CC1	i	i	i	i	-2.5	-1.8	i	i	0.1	-3.3	i
O=C(COC(=O)c1n[nH]c2ccccc12)NC(=O)NC12CC3CC(CC(C3)C1)C2	i	i	i	i	-0.1	-9.0	i	i	1.2	-1.7	i
COc1ccc(C(=O)NCCOc2ccccc2Cl)c(OC)c1OC	i	i	i	i	0.3	-8.6	i	i	2.4	6.3	i
COc1ccccc1C(=O)N/C(=C/c1ccc(Br)cc1)C(=O)N1CCCC1	i	i	i	i	0.1	-23.7	i	i	-2.2	-1.5	i
CCOC(=O)C1CCN(C(=O)COc2ccc(N(C)S(=O)(=O)c3ccc(OCC)cc3)cc2)CC1	i	i	i	i	-0.6	-16.7	i	i	-0.6	0.7	i
COc1ccc(-c2csc(NC(=O)CSc3nnnn3C)n2)c(OC)c1	i	i	i	i	·	-4.8	i	i	0.4	-5.1	i
CCc1nc2ccc(C(=O)N3CCN(c4cccc(C)c4C)CC3)cc2nc1CC	i	i	i	i	·	-10.3	i	i	-0.1	1.1	i

A different layout for part of the listing above:
c1nc(NC2CCCCCC2)c2[nH]cnc2n1
- RGS4 inh: i
- KCNK3 block: i
- RGS4 act: i
- KCNK9 inh: i
- GSK3 alpha inh: 35.5
- hERG protect: -6.2
- PolyA inh: i
- KCNQ1 act: i
- GSK3beta inhib: -16.2
- Dyrk1A ADPGlo: 28.2
- KCNQ1 block: i
CS(=O)(=O)N1CCN(c2ccc(NC(=O)c3cccnc3Cl)cc2)CC1
- RGS4 inh: i
- KCNK3 block: i
- RGS4 act: i
- KCNK9 inh: i
- GSK3 alpha inh: -2.5
- hERG protect: -1.8
- PolyA inh: i
- KCNQ1 act: i
- GSK3beta inhib: 0.1
- Dyrk1A ADPGlo: -3.3
- KCNQ1 block: i
O=C(COC(=O)c1n[nH]c2ccccc12)NC(=O)NC12CC3CC(CC(C3)C1)C2
- RGS4 inh: i
- KCNK3 block: i
- RGS4 act: i
- KCNK9 inh: i
- GSK3 alpha inh: -0.1
- hERG protect: -9.0
- PolyA inh: i
- KCNQ1 act: i
- GSK3beta inhib: 1.2
- Dyrk1A ADPGlo: -1.7
- KCNQ1 block: i
COc1ccc(C(=O)NCCOc2ccccc2Cl)c(OC)c1OC
- RGS4 inh: i
- KCNK3 block: i
- RGS4 act: i
- KCNK9 inh: i
- GSK3 alpha inh: 0.3
- hERG protect: -8.6
- PolyA inh: i
- KCNQ1 act: i
- GSK3beta inhib: 2.4
- Dyrk1A ADPGlo: 6.3
- KCNQ1 block: i

Continued.
SMILES	RGS4 inh	KCNK3 block	RGS4 act	KCNK9 inh	GSK3 alpha inh	hERG protect	PolyA inh	KCNQ1 act	GSK3beta inhib	Dyrk1A ADPGlo	KCNQ1 block
COc1ccc(CNC(=O)C(=O)NCC2OCCN2S(=O)(=O)c2ccccc2)cc1 (stereo not drawn)	i	i	i	i	-2.3	-10.4	i	i	-1.2	-14.2	i
Cc1ccc(C(=O)NC(N2CCCC2)C(Cl)(Cl)Cl)cc1 (stereo not drawn)	i	i	i	i	-1.4	-9.5	i	i	-3.7	9.3	i
CCc1nnc(NC(=O)c2ccc(S(=O)(=O)N(C)Cc3ccccc3)cc2)o1	i	i	i	i	0.9	-8.3	i	i	2.3	-2.8	i
CC(C)c1nnc(NC(=O)C2CCCN2C(=O)Nc2ccccc2F)s1 (stereo not drawn)	i	i	i	i	-4.6	-13.1	i	i	0.8	-9.5	i
O=C(C(Cc1ccccc1)N1C(=O)c2ccccc2C1=O)N1CCc2ccccc21 (stereo not drawn)	i	i	i	i	1.4	-1.4	i	i	3.0	-7.4	i
CC(OC(=O)CCC1CCCCC1)C(=O)Nc1ccc(S(N)(=O)=O)cc1 (stereo not drawn)	i	i	i	i	-2.6	-7.1	i	i	-3.7	17.8	i
COC(=O)c1cc(C(=O)NC(C)C2CC3CCC2C3)cc([N+](=O)[O-])c1 (stereo not drawn)	i	i	i	i	0.3	-6.6	i	i	-0.3	-1.8	i
S=C(NC1CCCCC1)N1CCN(Cc2ccccc2Cl)CC1	i	i	i	i	-1.1	-4.3	i	i	0.6	-0.4	i
COC(=O)c1ccc(N=CC2=C(O)CC(c3ccccc3)CC2=O)cc1 (stereo not drawn)	i	i	i	i	-1.5	-8.3	i	i	-6.9	·	i
Cc1ccccc1N1CC(C(=O)Nc2nnc(SCCC3OCCO3)s2)CC1=O (stereo not drawn)	i	i	i	i	-0.6	-3.3	i	i	0.1	-6.5	i
COc1cccc(CN(C(=O)Cn2nnc(-c3ccccc3F)n2)C(C(=O)NC(C)(C)C)c2ccncc2)c1 (stereo not drawn)	i	i	i	i	-3.5	-15.8	i	i	2.4	3.2	i
O=C1C2C(c3ccccc3)C=CC(c3ccccc3)C2C(=O)N1c1ccncc1 (stereo not drawn)	i	i	i	i	0.1	-2.1	i	i	0.9	0.6	i
Cc1nc2ncnn2c(N2CCN(c3cccc(C(F)(F)F)c3)CC2)c1C	i	i	i	i	-0.8	-32.0	i	i	-0.8	-10.9	i
O=c1c(C=NCC2CCCO2)c(-c2ccccc2)[nH]n1-c1ccc([N+](=O)[O-])cc1 (stereo not drawn)	i	i	i	i	0.8	-13.8	i	i	-3.1	0.2	i
COc1ccc(S(=O)(=O)N2CCOC23CCN(S(=O)(=O)c2c(C)cc(C)cc2C)CC3)cc1	i	i	i	i	-0.3	-9.4	i	i	-0.8	-3.3	i
O=C1c2ccccc2C(Nc2ccc(Cl)cc2)N1CCN1CCOCC1 (stereo not drawn)	i	i	i	i	-2.8	-7.8	i	i	-5.7	-0.8	i
Cc1ccc(N2CC(C(=O)Nc3cc(C)on3)CC2=O)cc1 (stereo not drawn)	i	i	i	i	-2.1	-1.1	i	i	2.9	-3.8	i
CCOC(=O)c1c(NC(=O)COC(=O)Cc2ccccc2[N+](=O)[O-])sc(C(=O)N(C)C)c1C	i	i	i	i	0.6	-12.3	i	i	-0.1	6.0	i
CCOC(=O)Nc1nnc(/C=C/c2ccc(OC)cc2)s1	i	i	i	i	-1.7	-6.9	i	i	-5.1	5.1	i
COc1ccc(CN2CCNC(=O)C2CC(=O)N(C)CCCN2CCOCC2)cc1C (stereo not drawn)	i	i	i	i	-0.2	-8.2	·	i	·	4.6	i
Cc1cccc(OC(=O)c2cncc(Br)c2)c1	i	i	i	i	-0.5	-9.1	i	i	0.5	-1.7	i
O=C(CSc1nc2ncccc2[nH]1)c1ccc(F)cc1	i	i	i	i	-2.4	-9.6	i	i	-2.8	-4.2	i
N#Cc1c(N)nc2c(c1N)CC(=O)N2c1ccc(Cl)cc1	i	i	i	i	3.2	0.3	i	i	4.4	-1.6	i
Cc1cnc(NC(=O)CSc2nnc(COc3ccccc3)o2)s1	i	i	i	i	-2.2	-1.6	i	i	-1.7	0.2	i

Further structures.
Below each SMILES – RGS4 inh	KCNK3 block	RGS4 act	KCNK9 inh	GSK3 alpha inh	hERG protect	PolyA inh	KCNQ1 act	GSK3beta inhib	Dyrk1A ADPGlo	KCNQ1 block
O=C(Nc1nc(-c2ccc3c(c2)OCCO3)cs1)c1ccc(S(=O)(=O)N2CCCCC2)cc1
 : i	i	i	i	1.3	-5.9	i	i	1.1	1.8	i
O=C1NCC(=O)N2CCC[C@@H]12
 : i	i	i	i	2.3	-3.9	i	i	-1.7	3.9	i
CC(C)CC(N)C(=O)OCc1ccc([N+](=O)[O-])cc1 (stereo not drawn)
 : i	i	i	i	0.2	-4.2	i	i	-3.3	-5.4	i
CC(=O)N(C)Cc1ccc(C(=O)CCl)cc1
 : 11.4*	i	i	i	0.4	-17.5	i	i	-3.2	·	i
Cc1ccc(S(=O)(=O)Nc2cccc3ncccc23)s1
 : i	i	i	i	-6.8	-3.5	i	i	-1.6	-4.9	i
COc1ccc(C(=O)N2CCCC(C(=O)N3CCN(c4ccccc4)CC3)C2)cc1 (stereo not drawn)
 : i	i	i	i	-0.1	-5.7	i	i	3.3	·	i
Cc1nc2c(F)c(F)c(C(F)(F)F)c(F)c2[nH]1
 : i	i	i	i	-1.2	1.3	i	i	0.9	-2.3	i
CC(C)c1cc[n+](-c2nc([O-])sc2C=O)cc1
 : i	i	i	i	2.2	-3.7	i	i	4.2	3.6	i
Cc1ccc(/C=N/NC(=O)c2ccc3nc[nH]c3c2)s1
 : i	i	i	i	5.5	-18.4	i	i	0.7	13.0	i
O=C(COc1ccc(Cl)cc1Cl)OCC(=O)N1CCCc2ccccc21
 : i	i	i	i	5.5	-1.9	i	i	1.4	-1.3	i

This is a subset; count on the stated rates, not on these rows.
